MEKK2wt PB1 HTS – raises or lowers MEK5 binding to wildtype human MEKK2 PB1 domain; 290,000 tested, 1.1% active; bead flow cytometry, Alexa488-MEK5 binding to MEKK2 WT; actives lie on both sides; binding response (% of control), % at 10 µM; Q9Y2U5; in the data active means binding response below about 67% or above about 130%
OXTR agonist – activates the human oxytocin receptor. CHO-OTR cells, Fluo-8 calcium fluorescence; normalized: DMSO 0%, oxytocin 100%. activation, % at 3 µM. 320,000 tested, 0.32% active;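 active means activation above the mean of all tested compounds plus 3 SD, cutoff set per screening run, cut at about 20% in these data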;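 further: peak over basal fluorescence ratio from a 100 s FLIPR kinetic read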
Target sequence (P30559 whole entry, looked up): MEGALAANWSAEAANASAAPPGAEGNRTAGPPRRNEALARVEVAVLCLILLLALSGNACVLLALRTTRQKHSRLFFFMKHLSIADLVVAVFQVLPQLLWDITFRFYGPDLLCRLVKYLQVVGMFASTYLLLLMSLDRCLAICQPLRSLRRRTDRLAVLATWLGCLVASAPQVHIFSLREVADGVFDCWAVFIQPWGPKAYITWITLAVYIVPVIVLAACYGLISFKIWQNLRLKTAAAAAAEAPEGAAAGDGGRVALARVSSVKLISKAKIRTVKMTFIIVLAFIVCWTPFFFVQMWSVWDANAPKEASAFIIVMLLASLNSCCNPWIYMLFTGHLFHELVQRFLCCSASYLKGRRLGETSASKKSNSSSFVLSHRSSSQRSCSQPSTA
PHOSPHO1 block – PHOSPHO1 (human) inhibition. recombinant PHOSPHO1, absorbance phosphatase assay. inhibition, % at 13.3 µM. 290,000 tested, 1.1% active; in the data active means inhibition above about 60%
Target sequence (Q8TCT1 whole entry, looked up): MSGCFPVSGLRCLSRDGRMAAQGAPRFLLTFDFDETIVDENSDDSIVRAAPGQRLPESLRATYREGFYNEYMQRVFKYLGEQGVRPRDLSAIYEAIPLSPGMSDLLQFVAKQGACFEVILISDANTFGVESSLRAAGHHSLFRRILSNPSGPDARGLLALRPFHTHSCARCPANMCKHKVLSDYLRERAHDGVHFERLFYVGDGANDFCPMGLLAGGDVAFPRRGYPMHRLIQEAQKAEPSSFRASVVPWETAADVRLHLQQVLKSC
NALP1 inh – blocks the NALP1 inflammasome reconstituted in yeast; S. cerevisiae NALP1/ASC/caspase-1 growth, X-gal OD620, 72 h; inhibition, % at 10 µM; 280,000 tested, 0.61% active; in the data active means inhibition mostly above about 24%, no sharp cut-off; inactive means mostly below about 32%; further: some compounds called inactive have numbers as strong as hits
MEKK3 PB1 HTS – raises or lowers MEK5 binding to the human MEKK3 PB1 domain. 290,000 tested, 1.4% active. AID 1529. binding response (% of control), % at 10 µM. Q99759. bead-based flow cytometry, Alexa488-MEK5 binding to MEKK3; actives lie on both sides; 0 = blocked by unlabeled MEK5, 100 = vehicle;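 active means binding response more than 3 SD above or below the average of its plate-row segment, actives on both sides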;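 further: Alexa488 bead fluorescence after subtracting the streptavidin-only scavenger bead signal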
M18AAP inhibitor – PfM18AAP enzyme inhibition; recombinant PfM18AAP, H-Glu-NHMec fluorogenic cleavage; AID 1822; 290,000 tested, 1.2% active; inhibition, % at 7.35 µM;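 active means inhibition above the campaign mean inhibition over all tested compounds plus 3 SD, cut at about 28% in these data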;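 further: 0% = plate median of test compound wells and 100% = 2 mM ZnCl2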
GPR7 antagonist – blocks human GPR7 receptor signaling | P48145 | GPR7-expressing cells, fluorescence antagonist assay | inhibition, % at 4.4 µM | 290,000 tested, 1.1% active; in the data active means inhibition above about 16%, passing the limit was not always enough;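 further: cells stimulated with the agonist NPW; 0% = agonist with vehicle and 100% = vehicle without agonist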
Target sequence (P48145 whole entry, looked up): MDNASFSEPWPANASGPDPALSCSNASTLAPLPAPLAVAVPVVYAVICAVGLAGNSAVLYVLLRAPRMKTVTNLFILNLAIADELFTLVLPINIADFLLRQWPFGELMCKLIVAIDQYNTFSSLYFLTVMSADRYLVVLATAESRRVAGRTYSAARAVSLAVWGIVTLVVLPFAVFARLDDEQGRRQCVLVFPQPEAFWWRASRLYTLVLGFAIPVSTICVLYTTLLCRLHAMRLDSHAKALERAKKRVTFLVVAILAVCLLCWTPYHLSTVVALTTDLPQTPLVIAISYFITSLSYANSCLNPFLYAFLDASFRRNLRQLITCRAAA
MEKK2mut PB1 HTS – signal of MEK5 binding to mutant human MEKK2 PB1 domain | bead flow cytometry, Alexa488-MEK5 binding to MEKK2 mutant | percent response, % at 10 µM | 290,000 tested, 0.35% active | AID 1530; in the data active means percent response above about 24%, passing the limit was not always enough; further: inactives centre near 1; some results filed as inactive read as strong as hits; reference of the scale not given here
FID counter – counter-screen for HCV NS3 helicase inhibitors: DNA intercalator displacement; 290,000 tested, 0.17% active; inhibition, % at 7.9 µM; AID 1845; DNA fluorescent intercalator displacement, fluorescence; in the data active means inhibition above about 37%;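 further: 0% = vehicle and 100% = reference compound; higher means more ethidium bromide displaced from hairpin DNA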
An asterisk follows results filed as active; nt = not tested or not shown. The order is random (roughly 6.2% active in at least one column).

Start of the data: the first 3 compounds, ahead of the listing:
no. | compound | MEKK2wt PB1 HTS | OXTR agonist | PHOSPHO1 block | NALP1 inh | MEKK3 PB1 HTS | M18AAP inhibitor | GPR7 antagonist | MEKK2mut PB1 HTS | FID counter
1 | CC(=O)N1c2ccc(S(=O)(=O)NCC3CCC(C(=O)N4CCC(C)CC4)CC3)cc2CC1C (stereo unspecified) | 99 | 1.4 | 2 | 12 | 101 | -14 | 9 | 2 | -54
2 | COc1ccccc1NC(=O)COc1ccc(Br)cc1CNC1CCCC1 | 112 | 3.3 | 30 | -21 | 99 | -6 | 15 | 0 | 24
3 | CC(C)CCN1CCNC(=O)C1CC(=O)Nc1ccc(F)cc1 (stereo unspecified) | 102 | -0.7 | -28 | -6 | 105 | 0 | 0 | 7 | -9

Main list, from the start:
no. | compound | MEKK2wt PB1 HTS | OXTR agonist | PHOSPHO1 block | NALP1 inh | MEKK3 PB1 HTS | M18AAP inhibitor | GPR7 antagonist | MEKK2mut PB1 HTS | FID counter
1 | CC(=O)N1c2ccc(S(=O)(=O)NCC3CCC(C(=O)N4CCC(C)CC4)CC3)cc2CC1C (stereo unspecified) | 99 | 1.4 | 2 | 12 | 101 | -14 | 9 | 2 | -54
2 | COc1ccccc1NC(=O)COc1ccc(Br)cc1CNC1CCCC1 | 112 | 3.3 | 30 | -21 | 99 | -6 | 15 | 0 | 24
3 | CC(C)CCN1CCNC(=O)C1CC(=O)Nc1ccc(F)cc1 (stereo unspecified) | 102 | -0.7 | -28 | -6 | 105 | 0 | 0 | 7 | -9
4 | CCOc1ccc2nc(SCC(=O)Nc3cccc(S(=O)(=O)NC4=NCCCCC4)c3)[nH]c2c1 | 89 | -1.5 | -4 | 8 | 93 | 4 | -15 | -5 | -23
5 | COc1ccccc1C(=O)Nc1nnc(SCC(=O)NCC2CCCO2)s1 (stereo unspecified) | 102 | -0.5 | 13 | 9 | 102 | 0 | -7 | -2 | -15
6 | CC1=C(C(=O)OCC2CCCO2)C(c2ccccc2)NC(=O)N1 (stereo unspecified) | 102 | 0.6 | 6 | 16 | 105 | -2 | -2 | 4 | -8
7 | Cn1c(=O)c2c(nc(SCC(=O)NCc3ccc4c(c3)OCO4)n2Cc2ccccc2)n(C)c1=O | 108 | -0.4 | 13 | nt | 104 | -7 | -10 | 5 | -2
8 | COc1ccc(/C=C2/SC(=S)N(CCCC(=O)Nc3ccc(O)cc3)C2=O)cc1OC | 78 | -0.4 | 10 | 17 | 100 | 2 | -25 | -6 | -47
9 | CCOC(=O)C1CCN(C(=O)Cn2cnc3sc(C)c(S(=O)(=O)N4CCCCC4)c3c2=O)CC1 | 101 | -0.7 | 44 | 1 | 103 | -2 | -3 | 9 | -29
10 | CSc1ccccc1C(=O)N1CCc2ccccc2C1 | 87 | -2.3 | 29 | -8 | 96 | 0 | -8 | -11 | -15
11 | CC(=O)OCCOCn1cnn2c(=O)c(Br)c(C)nc12 | 85 | -0.1 | 48 | nt | 88 | -1 | -6 | -22 | -2
12 | O=C(NCc1ccc(Cl)cc1)c1ccc(CS(=O)Cc2cccc(Cl)c2)o1 (stereo unspecified) | 96 | 4.5 | 37 | 11 | 100 | 1 | -10 | 2 | -42
13 | CC(C)n1cc(-c2nc(C(=O)NN)cs2)c(=O)n(Cc2ccccc2)c1=O | 91 | 1.2 | 7 | 12 | 95 | -5 | -14 | -11 | -8
14 | CCOC(=O)CNS(=O)(=O)c1c(C)noc1C | 115 | 0.0 | -4 | nt | 113 | -7 | -4 | 11 | -2
15 | O=C(c1ccccc1C(=O)N1CCN(c2ccc(F)cc2)CC1)N1CCN(c2ccc(F)cc2)CC1 | 95 | -1.9 | -5 | -6 | 102 | 0 | -14 | -1 | -36
16 | CCOC(=O)c1[nH]c2ccccc2c1NC(=O)C1CCCC1 | 98 | -0.6 | 22 | 3 | 110 | nt | nt | 10 | nt
17 | CCN(CC)CCCNc1nc2ccccc2[nH]1 | 107 | -0.2 | 5 | nt | 105 | 0 | -5 | -2 | 11
18 | Cc1ccc(/C=N/NC(=O)c2ccc3ccccc3c2)s1 | 98 | -0.6 | 41 | 11 | 103 | 10 | -3 | -3 | -20
19 | CCOC(=O)CSc1nc2sc3c(c2c(=O)n1C1CCCCC1)CCN(C)C3 | 98 | -2.1 | 24 | 6 | 94 | -7 | -7 | 2 | -7
20 | CCCCc1cc(=O)oc2c(C)c(OCC(=O)NCC3CCC(C(=O)O)CC3)ccc12 (stereo unspecified) | 105 | 1.0 | -49 | -8 | 102 | 12 | -16 | 6 | -47
21 | O=C(NCCC1=CCCCC1)c1cccc2c1C(=O)N(C1CCCCC1)C2 | 104 | -2.6 | 24 | -14 | 112 | -9 | -4 | 0 | -10
22 | O=c1[nH]c(/C=C\c2ccc(O)cc2)nc(O)c1[N+](=O)[O-] | 101 | 0.4 | 39 | -3 | 100 | 9 | -10 | 7 | 1
23 | CCS(=O)(=O)N1CCC(C(=O)N2CCN(Cc3ccccc3)CC2)CC1 | 100 | 0.1 | 27 | 1 | 100 | 4 | -17 | 1 | -7
24 | O=[N+]([O-])c1ccc(Cl)c(CN2CCSCC2)c1 | 112 | -1.4 | -9 | -40 | 106 | -7 | -1 | 4 | -1
25 | CCOC(=O)c1ccc(N2C(=O)c3n[nH]c(-c4ccco4)c3C2c2cccc([N+](=O)[O-])c2)cc1 (stereo unspecified) | 102 | 0.2 | -4 | -46 | 107 | 0 | -22 | -1 | -25
26 | Oc1ccccc1/C=N/[n+]1ccccc1 | 102 | 2.2 | 15 | 3 | 100 | -2 | -12 | 1 | -5
27 | CCCNC(=O)c1cn(CC)c2cc(N3CCN(C)CC3)c(F)cc2c1=O | 107 | 1.2 | 4 | 6 | 103 | -3 | 2 | -1 | 16
28 | O=C(NC1(C(F)(F)F)NC(=O)N(c2ccc(F)cc2)C1=O)c1ccncc1 (stereo unspecified) | 103 | -0.6 | 3 | 19 | 101 | 9 | -5 | -2 | 0
29 | C=CCn1c(SCC(=O)c2ccc(OC)cc2)nnc1-c1cc2cccc(OC)c2o1 | 102 | 0.0 | -10 | 20 | 104 | -21 | -14 | 6 | 9
30 | CCn1cc(C(=O)OCC(=O)NCc2ccc3c(c2)OCO3)c(=O)c2ccc(C)nc21 | 96 | -1.9 | -23 | 2 | 87 | 0 | -13 | -3 | -11
31 | CC(=O)c1ccc(NC(=S)NCc2ccco2)cc1 | 94 | 0.7 | -3 | -3 | 98 | 4 | -7 | -3 | 1
32 | CCOc1ccc(OCC)c(NC(=O)CCCN2C(=S)NC(C)(C)CC2C)c1 (stereo unspecified) | 98 | -1.1 | -10 | 10 | 102 | 3 | -7 | -1 | -27
33 | O=C(NCc1ccco1)C(=O)c1cn(CC(=O)N2CCCCCC2)c2ccccc12 | 71 | -0.1 | 30 | 11 | 93 | 2 | -2 | -19 | -29
34 | COc1ccc(CN(C)CC(O)COC(c2ccccc2)c2ccccc2)c(OC)c1OC (stereo unspecified) | 115 | 7.9 | 12 | 12 | 105 | 1 | 9 | 5 | 18
35 | Cc1ccc(OCC(=O)NNC(=O)C(=O)N2CCCC2)c(C)c1 | 109 | 0.0 | 19 | 12 | 115 | -2 | -17 | 3 | -8
36 | COc1ccc(NC(=O)CN2CCN(S(=O)(=O)c3ccc(F)cc3)CC2)cc1Cl | 95 | 11 | 4 | 27 | 95 | -2 | 2 | 1 | -3
37 | Cc1cc(C)c2cc(C(=O)N3CCN(c4ncccc4C(F)(F)F)CC3)[nH]c2c1 | 100 | -0.9 | 16 | 14 | 97 | 6 | -36 | -2 | -29
38 | Cc1cc(C)c(C(=O)Nc2ccc(Br)c(C(F)(F)F)c2)c(C)c1 | 117 | -0.3 | -6 | 13 | 102 | 3 | -5 | 1 | -12
39 | N#C/C(=C/c1ccc(CNC(=O)C(=O)Nc2cc(Cl)cc(Cl)c2)o1)C(=O)NCc1cccnc1 | 101 | -0.4 | -7 | 12 | 101 | 1 | -5 | 15 | 5
40 | O=c1c2ccccc2nc(COc2ccccc2)n1/N=C/c1ccc(O)cc1O | 107 | 0.2 | 12 | 2 | 103 | -2 | 5 | 16 | -5
41 | O=C(CCS(=O)(=O)c1ccc(Cl)cc1)Nc1ccc(N2CCOCC2)cc1 | 100 | 2.8 | 51 | 0 | 98 | -1 | -13 | 3 | -13
42 | O=C(c1ccccc1)N1N=C(c2ccccc2)CC1c1ccc2nccnc2c1 (stereo unspecified) | 104 | -0.3 | -16 | 27 | 98 | 1 | 2 | 2 | -27
43 | Cc1cc(C)c(OCC(=O)N(Cc2cccs2)C2CCS(=O)(=O)C2)c(C)c1 (stereo unspecified) | 101 | -0.1 | 24 | -6 | 104 | -2 | 4 | -2 | -42
44 | Cc1cccc(/C(N)=N/OC(=O)COc2ccc(Cl)cc2)c1 | 112 | -1.2 | 4 | 20 | 121 | 7 | 1 | 3 | 0
45 | COc1ccccc1CNC(=O)C/C(C)=N/NC(=O)Cc1ccc(OC)c(OC)c1 | 102 | -0.3 | -11 | 22 | 104 | 1 | 3 | 0 | -27
46 | COCCn1c(=S)[nH]c2cc(C(=O)NCC3CCCO3)ccc2c1=O (stereo unspecified) | 108 | 0.3 | 18 | 19 | 108 | 11 | -17 | 5 | -6
47 | O=C(NCc1ccc(Cl)cc1)c1ccc2nc[nH]c2c1 | 101 | nt | 9 | 29 | 102 | -1 | -3 | -1 | -1
48 | Cc1cc(Cl)c(Cl)cc1S(=O)(=O)NCCCn1ccnc1 | 102 | 1.9 | nt | 9 | 98 | 0 | -18 | 2 | 9
49 | O=C(Nc1ccccc1)O/N=C/c1ccncc1 | 106 | 0.7 | 22 | 6 | 103 | -2 | 2 | 5 | 3
50 | Cc1cc2c(=O)[nH]c(Cc3ccccc3)nc2s1 | 96 | 2.6 | -19 | 16 | 92 | -4 | -5 | -1 | 1
51 | O=C(Nc1ccccc1)Nc1c(F)cccc1F | 98 | -0.1 | 23 | 17 | 96 | -6 | -2 | -4 | 12
52 | COC(C(=O)Nc1c(F)cccc1F)c1ccccc1 (stereo unspecified) | 80 | 0.0 | 17 | -17 | 67 | -3 | -12 | -9 | 1
53 | Cc1cc(NC(=O)COc2ccc3ccccc3c2)no1 | 99 | 4.2 | 9 | 12 | 99 | 1 | -3 | -1 | -5
54 | O=C(Nc1cccc(Cl)c1)OCc1cncs1 | 106 | 6.7 | 18 | 1 | 105 | 3 | 15 | 5 | 2
55 | COc1ccc(-c2nnc(SCC(=O)NCc3cccs3)n2C)cc1 | 106 | -1.0 | 14 | 10 | 98 | 1 | -10 | -1 | -7
56 | C=CCn1c(Cn2nnc3ccccc32)nnc1SCC(=O)N/N=C/c1cc(Br)cc(OC)c1O | 104 | -1.0 | 32 | 12 | 104 | 28* | -2 | 11 | -22
57 | CCOC(=O)c1c(S(=O)(=O)N2CCCC(C(=O)Nc3ccc(C)cn3)C2)c(C)n(C)c1C (stereo unspecified) | 97 | -0.4 | 64* | -7 | 99 | 4 | -5 | 0 | -36
58 | Cc1cc(NCCN2CCOCC2)n2ncc(-c3ccccc3)c2n1 | 103 | 1.3 | 5 | 11 | 104 | -1 | -2 | 6 | -8
59 | Cc1ccc(NC(=O)CCC(=O)c2ccc(F)cc2)cc1Cl | 101 | -2.2 | 38 | -1 | 100 | -6 | -14 | 4 | -2
60 | Cc1nc(NC(=O)CN2CCOCC2)sc1-c1ccccc1 | 102 | 1.9 | 9 | 5 | 98 | 1 | -2 | 8 | -9
61 | CC(C)C1N=C(c2ccc3c(c2)OCO3)CC(c2ccccc2O)N1 (stereo unspecified) | 97 | 2.1 | -6 | 18 | 101 | 2 | 2 | 3 | 1
62 | CCOC(=O)Nc1ccc(NC(=O)c2c(OC)cccc2OC)cc1 | 107 | 0.4 | -2 | 10 | 100 | 1 | -9 | 4 | 2
63 | CCCn1c(N2CCN(Cc3ccc(Cl)cc3)CC2)nc2ccccc21 | 102 | -3.0 | 36 | 6 | 98 | 6 | -11 | -3 | -26

Compound activity from PubChem.
